FLuc modulator: inhibits or activates purified firefly luciferase, miR-21 counter-screen | P08659 | purified FLuc, Km substrates, luminescence inhibition | Potency, µM (series often up to 57.5 µM), for inactives: at the top dose activity change, negative = inhibition, most hits filed as inhibitors | 360,000 compounds, 6.9% hits | AID 588342;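 note: potency is the fitted concentration of half-maximal effect; plate controls were vehicle for no effect and reference inhibitor for full effect; nearly all actives have a fitted effect of over 55% in size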
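Purified P. pyralis luciferase (10nM final) with 10uM D-luciferin and 10uM ATP (Km levels) in 50mM Tris acetate pH 7.5, 10mM Mg acetate, 0.01% Tween-20, 0.05% BSA; qHTS 6-point titration, ~60 µM downward; luminescence read.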
RORgamma inh: inhibitors of mouse ROR gamma transcriptional activity. Drosophila S2 Gal4-RORgamma UAS-luciferase reporter, 20 h. Potency, µM (doses to about 53.6 µM), for the others: at the top dose activity change, negative = inhibition, actives largely listed as inhibitors. 310,000 compounds, 5.4% hits; note: potency is the fitted concentration of half-maximal effect; % is set by controls: 0 for no effect and ±100 for the full control effect; nearly all actives have a fitted effect of over 60% in size
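Using a luciferase readout, inhibitors were identified by reduced reporter activity in Drosophila cells coexpressing a copper-inducible Gal4–ROR gamma fusion and UAS-driven Photinus luciferase, incubated 20 hr after 700 uM copper sulfate.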
ELG1 DNA repair: inhibitors of ELG1-dependent DNA repair in HEK293T cells | 330,000 compounds, 2.3% hits | HEK293T ELG1-luciferase reporter, luminescence, 16 h; DNA damage induced by 5-fluorouridine | Potency, µM (titrated, usually from 46.1 µM), for the others: top-dose activity change, negative = inhibition, hits mostly inhibitors; note: potency is the fitted concentration of half-maximal effect; % is set by controls: 0 for no effect and ±100 for the full control effect; nearly all actives have a fitted effect of over 55% in size
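Luminescence from the luciferase reporter, measured 30 min after ONE-Glo reagent at room temperature, was the read-out. Beforehand, 2,000 cells per well were exposed for 16 hr at 37 °C to 5-fluorouridine together with compound or vehicle.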
p53 reactivator: restores transcriptional activity of mutant p53. 320,000 compounds, 0.063% hits. Potency, µM (highest dose often 92.2 µM), for the others: at the top dose activity change, positive = activation, actives largely listed as activators. H1299 p53-A138V BP100-luciferase reporter, luminescence, 24 h. AID 504706; note: potency is the fitted concentration of half-maximal effect; % of control where 0% means no effect; nearly all actives have a fitted effect of over 45% in size
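p53-null H1299 cells stably carrying temperature-sensitive p53-A138V and a BP100-luciferase reporter were pinned with compounds (4-point, 1:5 series) and held 24 hrs at 37 deg C. Luminescence was read 10 min after detection reagent.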
NPC1 prom act: NPC1 promoter activation. Huh7 NPC1 promoter luciferase reporter, 24 h. Potency, µM (top dose mostly 9.22 µM), for the others: top-dose activation, usual class: activators. 320,000 compounds, 2.4% hits;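 note: potency is the fitted concentration of half-maximal effect; % of control where 0% means no effect; nearly all actives have a fitted effect of over 60% in size; reporter is driven by a mutant NPC1 promoter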
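Cells: Huh7 expressing luciferase under the NPC1 promoter, 1500/well. Seeded 2 h, compound added, incubated 24 h at 37 °C. Luciferase reagent, 10 min ambient, then luminescence.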
BRCA1 expr up: activators of BRCA1 expression; MCF7-BRCA1-FFLuc reporter, luminescence, 48 h; response scale: scaled: vehicle 0%, 10 µM genistein 100%; Potency, µM (top dose mostly 46.1 µM), for the others: at the top dose activation, hits mostly activators; 380,000 compounds, 1.1% hits; AID 624202; note: potency is the fitted concentration of half-maximal effect; nearly all actives have a fitted effect of over 80% in size; some results filed as inactive show a strong effect at the top dose
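48 h compound treatment of MCF7-BRCA1-FFLuc cells (phenol-red free MEM, 37 °C), then 15 min with luciferase substrate and luminescence imaging.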
Tb PFK inh: T. brucei PFK enzyme inhibition; O15648; T. brucei PFK, ADP-Glo luminescence; Potency, µM (titrated, usually from 57.5 µM), for inactives: at the highest dose activity, negative = inhibition, usual class: inhibitors; 330,000 compounds, 0.17% hits; AID 485367;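 note: potency is the fitted concentration of half-maximal effect; 0% = uninhibited 1x PFK enzyme wells and -100% = no-enzyme wells; nearly all actives have a fitted effect of over 60% in size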
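Luminescent ADP detection (ADP-Glo, two-step: ATP depletion then ADP-to-ATP conversion for luciferase) reported PFK activity after 45 min room-temperature reaction of 1.25 nM enzyme with 0.5 mM F6P and 0.1 mM ATP at pH 8.0.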
TRPV1 agonist: activates the human vanilloid receptor TRPV1; Q8NER1; TRPV1-expressing cells, Fluo-8 calcium influx, agonist mode; activation, % at 8.33 µM; 320,000 compounds, 0.19% hits; AID 540275; in the data active = activation above about 80%; inconclusive = between about 30% and that limit; note: 0% is about no effect
Target sequence (Q8NER1 whole entry, looked up): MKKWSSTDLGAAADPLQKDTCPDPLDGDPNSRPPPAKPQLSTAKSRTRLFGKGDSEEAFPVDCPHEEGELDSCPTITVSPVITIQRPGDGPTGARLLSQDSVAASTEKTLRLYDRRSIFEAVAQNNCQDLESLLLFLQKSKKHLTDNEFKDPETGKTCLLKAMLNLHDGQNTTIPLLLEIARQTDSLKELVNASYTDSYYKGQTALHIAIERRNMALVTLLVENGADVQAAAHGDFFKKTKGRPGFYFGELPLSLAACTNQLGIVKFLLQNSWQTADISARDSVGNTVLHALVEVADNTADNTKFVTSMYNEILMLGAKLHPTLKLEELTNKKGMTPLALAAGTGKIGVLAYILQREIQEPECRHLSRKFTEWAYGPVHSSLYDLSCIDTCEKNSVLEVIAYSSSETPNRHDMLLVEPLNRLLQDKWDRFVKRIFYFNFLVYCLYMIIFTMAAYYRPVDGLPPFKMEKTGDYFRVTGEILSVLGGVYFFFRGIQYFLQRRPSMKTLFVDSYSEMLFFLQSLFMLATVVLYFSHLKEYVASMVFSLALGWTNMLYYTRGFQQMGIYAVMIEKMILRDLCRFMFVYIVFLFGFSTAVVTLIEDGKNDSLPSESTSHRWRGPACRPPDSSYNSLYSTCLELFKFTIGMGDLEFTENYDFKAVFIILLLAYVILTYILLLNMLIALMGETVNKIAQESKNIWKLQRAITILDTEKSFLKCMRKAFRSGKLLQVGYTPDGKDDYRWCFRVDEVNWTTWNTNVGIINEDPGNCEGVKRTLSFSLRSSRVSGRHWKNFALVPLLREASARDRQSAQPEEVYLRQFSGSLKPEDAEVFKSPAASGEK
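TRPV1-expressing cells were cultured overnight at 35.5C and loaded with Fluo-8 calcium dye for 40 to 90 min at room temperature. After a 10 s baseline, compound was added and calcium influx was read kinetically for 3 min (ex 480/em 520 nm).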
VP16 counter: Gal4-VP16 reporter inhibition counter-screen. Drosophila S2 Gal4-VP16 UAS-luciferase, luminescence, 20 h. Potency, µM (doses to about 53.6 µM), for inactives: at the highest dose activity, negative = inhibition, most hits filed as inhibitors. 310,000 compounds, 3.5% hits;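 note: Gal4-VP16 expression switched on by copper sulfate through the metallothionein promoter; potency is the fitted concentration of half-maximal effect; % is set by controls: 0 for no effect and ±100 for the full control effect; nearly all actives have a fitted effect of over 50% in size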
Rab9 prom act: Rab9 promoter activation; Huh7 Rab9 promoter-luciferase reporter, luminescence, 24 h; Potency, µM (highest dose often 9.22 µM), inactives show at the top dose activation, negative = inhibition, usual class: activators; 320,000 compounds, 2.8% hits; AID 485297; note: potency is the fitted concentration of half-maximal effect; % of control where 0% means no effect; nearly all actives have a fitted effect of over 60% in size
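Cells were plated at 1500 per well in reduced-serum medium with 10% FBS and left 2 h. Compound in DMSO was then added for 24 h at 37 °C. Reporter signal was read by luminescence after 10 min with luciferase detection reagent.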
ELG1 genotox: inducers of genotoxicity in HEK293T ELG1-luciferase cells | AID 504466 | HEK293T ELG1-luciferase reporter, luminescence, 16 h | 330,000 compounds, 1.3% hits | Potency, µM (highest dose often 46 µM), for inactives: at the top dose activity change, positive = activation, most hits filed as activators; note: potency is the fitted concentration of half-maximal effect; % of control where 0% means no effect; nearly all actives have a fitted effect of over 60% in size
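16 hr compound incubation (37 °C, 5% CO2) of HEK293T cells carrying luciferase-tagged ELG1; luciferase then measured by ONE-Glo luminescence after 30 min at RT.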
Numbers without * were called inactive; ? = inconclusive; / = no result given; & = joins results of further samples; [ ] = dose if it differs, or a comment. Unless noted, calls come from the whole dose curve; as a rule, active = well fitted curve in the direction sought with a large enough effect; inconclusive = small, poorly fitted or top-dose-only effect, or another doubt; inactive = no such curve, though single readings can be large; an effect the other way counts as inactive or inconclusive.

The line under a structure holds: p53 reactivator | TRPV1 agonist | Tb PFK inh | ELG1 DNA repair | VP16 counter | NPC1 prom act | BRCA1 expr up | ELG1 genotox | RORgamma inh | FLuc modulator | Rab9 prom act
- CCOC(=O)N1CCN(CC(=O)NC(=O)Nc2ccc3c(c2)OCCO3)CC1
    -6.8% | -2.7 | 0.7% | -2.8% | / | 5.0% | -0.6% | 1.5% | / | -0.5% | -2.9%
- Cc1ccc(S(=O)(=O)N2CCOC2CNC(=O)C(=O)NCc2ccc3c(c2)OCO3)cc1 (configuration not stated)
    -0.3% | -5.7 | -1.3% | ? | -18.4% | -0.3% | -0.9% | -6.1% | 24.3% | 2.9% | 0.0%
- O=C(N1CCOCC1)n1cnc2ccccc21
    9.2% | -6.2 | -1.5% | ? | -6.6% | -3.9% | 35.5% | -4.8% | 21.0% | 0.7% | -1.1%
- O=C(CSc1ccc2nnc(-c3ccccn3)n2n1)Nc1nccs1
    -3.0% | 1.9 | -0.2% | 6.9% | -2.0% | -0.1% | 0.0% | -3.0% | 0.8% | -1.6% | -4.0%
- COc1ccc(OCC(=O)OCC(=O)NCC2CCCCC2)cc1
    -13.5% | 6.5 | -8.9% | 14.6% | / | -0.6% | 0.4% | 2.1% | / | / | -0.8%
- COc1cccc(CN(C(=O)Cc2c[nH]c3ccccc23)C(C(=O)NC2CCCCC2)c2ccc(C)o2)c1 (configuration not stated)
    1.7% | 18.8 | -2.8% | 18.4µM* | -7.9% | -3.4% | -64.0% | -6.8% | -0.6% | -0.6% | -1.7%
- COc1ccccc1N1CCN(C(=O)c2cc3cc(Cl)ccc3[nH]2)CC1
    -2.8% | -4.7 | 0.2% | ? | ? | -14.1% | -50.7% | -18.8% | ? | 3.7% | -4.8%
- Cc1cnc(N2C(=O)c3ccc([N+](=O)[O-])cc3C2=O)s1
    -1.1% | -1.6 | 0.2% | 1.1% | -8.7% | -1.0% | 6.1% | 0.8% | -28.7% | 2.8% | -2.2%
- N#Cc1ccsc1NC(=O)c1cccc([N+](=O)[O-])c1
    3.3% | -5.3 | -1.9% | 5.8µM* | 8.6% | 6.9% | -1.0% | -3.6% | 39.6% | -10.9% | 12.4%
- Cc1ccc(NC(=O)CN(C)CC(=O)Nc2ccc(N3CCOCC3)cc2)cc1F
    12.0% | -1.9 | -22.8% | ? | 2.4% | 0.2% | 0.2% | -0.5% | -4.8% | -5.4% | -0.8%

Copied from the list:
Cc1ccc(S(=O)(=O)N2CCOC2CNC(=O)C(=O)NCc2ccc3c(c2)OCO3)cc1 (configuration not stated) | TRPV1 agonist: -5.7
O=C(CSc1ccc2nnc(-c3ccccn3)n2n1)Nc1nccs1 | Rab9 prom act: -4.0%
COc1cccc(CN(C(=O)Cc2c[nH]c3ccccc23)C(C(=O)NC2CCCCC2)c2ccc(C)o2)c1 (configuration not stated) | NPC1 prom act: -3.4%

Remaining list, next part:
The line under a structure holds: p53 reactivator | TRPV1 agonist | Tb PFK inh | ELG1 DNA repair | VP16 counter | NPC1 prom act | BRCA1 expr up | ELG1 genotox | RORgamma inh | FLuc modulator | Rab9 prom act
- Cc1ccccc1NC(=O)c1ccc(S(=O)(=O)N(C)C)cc1
    -10.6% | 0.9 | 0.7% | -9.3% | 9.8% | -3.1% | -8.6% | 3.7% | -6.6% | 0.9% | -5.6%
- COc1ccc(Cl)cc1NC(=O)c1cnc2sccn2c1=O
    5.3% | 1.4 | -5.7% | ? | 1.3% | 14.9% | -13.3% | ? | 29.9% | 5.7% | 20.6%
- Cc1ccc([C@@H]2CC=C(C(=O)O)[C@H](c3ccccc3F)N2S(=O)(=O)c2ccccc2C)cc1
    ? | / | 8.4% | -1.1% | / | / | 64.4% | 2.3% | / | / | /
- COc1ccc(-c2cc(C(F)(F)F)nc(SCCC(=O)N3CCCC3)n2)cc1
    -1.8% | ? | -3.7% | ? | -12.5% | -5.5% | -34.9% | 1.4% | -19.0% | 1.2% | -5.5%
- Cc1cccc(NC(=O)CSc2nnc3ccc(-c4ccccn4)nn23)c1
    0.0% | 5.1 | 2.2% | -27.2% | / | 0.2% | -9.4% | -1.3% | / | 2.9% | -1.0%
- Cc1nn(-c2ccc(F)cc2)c(Cl)c1/C=C1\C(=O)Nc2ccccc21
    -3.6% | ? | 2.7% | ? | -20.9% | -4.4% | -39.0% | -6.8% | 16.0% | 2.5% | 0.0%
- CCC(=O)c1ccccc1OCCSc1nc(C)cc(=O)[nH]1
    -9.1% | ? | 14.9% | 1.6% | 2.5% | 0.9% | 2.0% | 3.6% | 21.1% | -1.6%[2.3 µM] | -3.5%
- Cc1cc(C)c(S(=O)(=O)N2CCCCC2CCNC(=O)C(=O)NC2CC2)c(C)c1 (configuration not stated)
    2.5% | 3.2 | -6.7% | 18.3% | / | 4.4% | -7.5% | -30.6%[inhibitor] | / | 10.3% | 17.9%
- COc1ccc(C(=O)O)cc1S(=O)(=O)N(C)C
    -1.0% | -2.2 | -1.8% | -7.7% | -17.8% | -0.5% | 2.0% | 1.6% | 2.2% | -2.2% | -0.3%
- CC(C)COc1ccc(C(=O)OCCN2CCCCC2)cc1
    5.3% | 4.7 | 3.9% | 16.3% | -11.3% | -2.9% | -0.6% | 2.2% | 18.8% | ? | -3.5%[1.84 µM]
- COC(=O)COc1ccc2c(c1C)O/C(=C\c1ccco1)C2=O
    -2.5% | 4.7 | -12.5% | ? | ? | 6.2% | -4.0% | 6.8% | ? | 2.13µM* | 18.5%
- O=C(COc1ccc(F)cc1)Nc1nnc(S(=O)(=O)N2CCCC2)s1
    5.2% | 0.8 | -3.0% | 1.5% | -6.0% | -1.0% | -8.0% | 0.1% | 19.8% | -19.0%&2.8% | -6.2%
- COc1ccnc(-n2cccc2/C=N/O)c1C#N
    -1.3% | 1.2 | 1.3% | 1.0% | -8.3% | -5.7% | -31.9% | -0.8% | -8.0% | -2.6% | 2.1%
- Cc1sc(N/N=C/c2cccnc2)nc1-c1ccccc1
    17.8% | -10.7 | 3.0% | -3.8% | -5.6% | -2.3% | -60.4% | -1.0% | 33.2% | 16.9µM* | 4.2%
- Cc1ccc(OCCCCN(C)Cc2ccccc2)c(Br)c1
    0.2% | 2.7 | -1.7% | -1.6% | 6.9% | -10.2% | -53.3% | -5.4% | -0.1% | -0.3% | -1.0%
- O=C(CNC(=O)c1ccc(Cl)c([N+](=O)[O-])c1)NCC1CCCO1 (configuration not stated)
    7.9% | -1.8 | 0.2% | 3.8% | -9.0% | 0.9% | -34.9% | 0.0% | 22.2% | 2.0% | -1.4%
- O=C(CCC(=O)Nc1ccccc1Cl)N/N=C/c1ccccc1
    19.8% | -7.0 | -1.8% | 12.9% | 7.8% | -1.4% | -16.9% | 7.4% | 23.6% | -5.4% | -2.6%
- COc1cc(NC(=O)c2cc(S(=O)(=O)N3CCCCC3)ccc2N2CCOCC2)cc(OC)c1
    4.8% | 0.1 | 9.1% | ? | / | -0.4% | -23.7% | 2.0% | / | 0.0% | -5.4%
- COc1ccccc1-n1c(SCC(=O)NC2CC2)nc2ccccc2c1=O
    -10.6% | 4.8 | -10.7% | ? | / | 0.8% | -6.7% | 7.0% | / | 2.4% | -44.0%[inhibitor]
- Cc1nn(C(=O)/C(C#N)=C/N(C)C)c(C)c1C
    -3.5% | -5.8 | -2.7% | -11.5% | 0.1% | -1.6% | 0.0% | 1.0% | 19.4% | -1.4% | 0.7%
- O=c1c2sc(-c3ccccc3)cc2nc2n1CCCCC2
    11.0% | ? | -2.3% | ? | -15.0% | 1.41µM* | ? | ? | -3.1% | 2.13µM* | 0.562µM*
- O=C(/C=C/c1ccc(OC(F)F)cc1)OCC(=O)N1CCN(C(=O)c2ccco2)CC1
    -6.2% | -8.9 | ? | -12.2% | 4.4% | 2.8% | -18.5% | 0.7% | -6.0%[10 µM] | -3.4% | -5.9%
- NC(=O)c1nsc(C(=O)N(c2ccccc2)C(C(=O)NCc2ccc(F)cc2)c2ccco2)c1N (configuration not stated)
    -11.4% | 3.6 | -19.5% | ? | -0.4% | 0.9% | -41.4% | -23.6% | ? | 0.2% | -3.3%

Screening data deposited in PubChem by National Center for Advancing Translational Sciences (NCATS).
